Bioassay records from PubChem BioAssay.
GPR151 ag = activates the human receptor GPR151; PathHunter beta-arrestin GPR151 cells, luminescence; hit rate 1% among 650,000; Q8TDV0; activation, % at 11.2 µM; in the data active = activation above about 4.9%;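 also: 0% = median of compound wells and 100% = cells with positive control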
MITF primary = blocks human microphthalmia-associated transcription factor. O75030. inhibition, % at 2.6 µM. AlphaScreen MITF homodimerization, bead proximity signal. hit rate 0.91% among 650,000. AID 1259374; in the data active = inhibition above about 50%;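 also: 0% = vehicle wells with protein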
FBW7 act = activators of human E3 ligase FBW7 | AlphaScreen FBW7–phospho-cyclin E peptide binding, activator screen | normalized activity (activation), % at 26.1 µM | Q969H0 | hit rate 0.13% among 650,000; in the data active = normalized activity above about 1.9%;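 also: purified mutant Fbw7 with reduced substrate affinity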
Target sequence (Q969H0 whole entry, looked up): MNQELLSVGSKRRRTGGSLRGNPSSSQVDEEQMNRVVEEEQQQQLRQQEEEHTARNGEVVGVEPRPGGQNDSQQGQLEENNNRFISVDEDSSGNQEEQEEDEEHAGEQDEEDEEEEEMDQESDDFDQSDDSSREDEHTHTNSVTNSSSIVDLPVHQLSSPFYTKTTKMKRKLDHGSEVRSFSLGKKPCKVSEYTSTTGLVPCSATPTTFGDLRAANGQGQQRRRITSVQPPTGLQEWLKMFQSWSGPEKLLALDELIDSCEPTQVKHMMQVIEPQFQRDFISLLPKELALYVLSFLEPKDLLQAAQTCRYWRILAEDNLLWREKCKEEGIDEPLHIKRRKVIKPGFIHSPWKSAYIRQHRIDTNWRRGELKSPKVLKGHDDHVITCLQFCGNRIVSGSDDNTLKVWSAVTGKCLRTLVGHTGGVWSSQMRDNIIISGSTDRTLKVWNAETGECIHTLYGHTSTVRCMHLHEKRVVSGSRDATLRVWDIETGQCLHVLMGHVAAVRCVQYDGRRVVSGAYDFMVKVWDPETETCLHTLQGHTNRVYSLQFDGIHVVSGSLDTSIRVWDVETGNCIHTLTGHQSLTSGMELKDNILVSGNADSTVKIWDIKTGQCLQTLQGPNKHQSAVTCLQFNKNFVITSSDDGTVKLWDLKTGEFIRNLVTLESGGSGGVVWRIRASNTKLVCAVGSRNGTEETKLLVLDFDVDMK
TEAD-YAP inh = TEAD-YAP interaction inhibition | HEK-TIYL cells, TEAD-Gal4/YAP UAS-luciferase luminescence | inhibition, % at 9.12 µM | hit rate 1.4% among 640,000 | AID 1259422; in the data active = inhibition above about 32%;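 also: 0% = median of test compound wells and 100% = reference inhibitor wells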
Active calls of the source: *. Rows were taken by chance; any-hit rate near 3.5%.

Below each compound: GPR151 ag	MITF primary	FBW7 act	TEAD-YAP inh
> OCCNc1cc(N2CCOCC2)ncn1
→ 2.0	11.6	0.0	-17.4
> Cc1cccc(C(=O)O/C(=C/c2nc3ccccc3n2Cc2cccc3ccccc23)c2cccc(C)c2)c1
→ -1.6	5.0	0.1	-2.6
> CC(=O)Nc1ccc(-n2c(C)ccc2C)c(C(=O)O)c1
→ 1.2	57.4*	-1.3	2.3
> CCC(C)NC(=O)CNC(=O)c1nn(-c2ccc(OC)c(Cl)c2)c(=O)c2ccccc12 (stereo not drawn)
→ 0.5	10.8	0.2	3.0
> Nn1c(C2CCC2)nc2cc(Cl)ccc2c1=O
→ -1.2	6.9	0.0	-0.2
> CCn1c(=O)n(CC(=O)NC2CCCC2)c2cccnc21
→ 0.2	9.2	0.5	-3.2
> CCOCCCNC(=O)c1cnn2c(C(F)(F)F)cc(-c3ccco3)nc12
→ 0.6	2.7	0.0	-2.7
> Cn1cc(C(=O)N/N=C/c2ccc(F)cc2)c2ccccc21
→ -0.1	-2.1	0.0	16.5
> O=C(N/N=C/c1cc([N+](=O)[O-])ccc1O)c1ccccc1
→ -0.2	16.1	1.1	-5.9
> CCOC(=O)c1ccc(NS(=O)(=O)c2ccc(NC(C)=O)cc2)cc1
→ -0.1	6.5	0.2	6.4
> COc1ccc(/C(N)=N/OC(=O)c2cc(Br)ccc2Cl)cc1OC
→ 0.1	-7.9	1.5	12.9
> COc1ccccc1-c1cnc2[nH]c(=O)n(Cc3cc(OC)c(OC)c(OC)c3)c2n1
→ 0.2	-0.2	0.3	9.2
> COc1ccc2c(c1)CCCC21NC(=O)NC1=O (stereo not drawn)
→ -0.5	-3.9	-0.1	-5.2
> CCN(CC)c1nc(NCc2nc3ccccc3[nH]2)nc(N2CCC(N3CCOCC3)CC2)n1
→ -1.0	5.7	0.0	4.0
> Cc1ccc(C(C)NC(=O)c2c(C)noc2C)cc1C (stereo not drawn)
→ 1.3	13.3	0.1	2.4
> O=C1CCSc2c1cccc2C(=O)Nc1cccnc1Cl
→ -0.8	10.1	0.1	0.0
> CC(C)(C)N(Cc1ccccc1)C(=O)Cn1nc(C(=O)O)c2ccccc2c1=O
→ -0.8	4.1	-0.1	0.3
> NCCNCCOCCOc1cccc(Cl)c1Cl
→ -1.3	51.0*	-0.1	1.0
> Cc1nn(-c2ccccc2)c2c1C(c1ccc(O)cc1)C(C#N)=C(N)O2 (stereo not drawn)
→ 0.8	16.0	0.1	15.9
> CCn1c(Cc2ccccc2)nnc1SCC(=O)c1cccc([N+](=O)[O-])c1
→ 1.3	21.9	0.8	-2.3
> O=C(CCC(=O)c1ccccc1)Nc1ccc2c(c1)CCC2
→ 0.4	7.9	0.0	-9.7
> CC1(C)CC(=O)C(C2CC(c3ccccc3)OC3=C2C(=O)CC(C)(C)C3)C(=O)C1 (stereo not drawn)
→ 0.3	6.6	0.0	6.6
> COc1cccc(-n2c(=S)sc3c2nc(SCC(=O)NCc2ccccc2)n2c4ccccc4nc32)c1
→ -0.7	8.3	0.1	-9.6
> O=C(N/N=C/c1ccco1)C(Cc1ccccc1)C(=O)N/N=C/c1ccco1
→ -0.9	9.1	0.2	7.6
> CC(C)(C)NC(=O)C1CCN(c2nc3ccccc3s2)CC1
→ -2.5	6.8	0.0	-27.6
> CCOC(=O)N1CCN(C(=O)CN(c2ccc(C)cc2)S(=O)(=O)c2ccc(OC)cc2)CC1
→ 0.9	11.3	0.0	-9.3
> CC(C)N(CCNC(=O)c1cnc(Nc2ccccn2)s1)C(C)C
→ -2.8	6.3	0.1	6.2
> CC(C)c1ccc(NC(=O)C2C3C=CC4(O3)C2C(=O)N(Cc2cccs2)C4C(=O)NC2CCCC(C)C2C)cc1 (stereo not drawn)
→ -0.8	-9.8	0.0	-2.9
> Cc1nn(-c2ccc([N+](=O)[O-])cc2)c(C)c1N1C(=O)c2cccc3c(Br)ccc(c23)C1=O
→ -0.5	-9.0	0.1	6.0
> Cc1c(Cl)c([N+](=O)[O-])nn1CCCC(=O)Nc1sc2c(c1C(N)=O)CCC(C)C2 (stereo not drawn)
→ -0.1	-13.2	0.1	-9.7
> CCCCCCSC1=C(C#N)C(=O)NC(CO)S1 (stereo not drawn)
→ 2.1	10.6	0.2	5.4
> CCCCCN1C(=O)c2ccc(Br)cc2C1=O
→ 1.0	11.7	-0.3	7.0
> COc1ccc(/C=C2\SC(=S)N(CCCC(=O)NC(C)(C)C)C2=O)cc1OC
→ -0.3	8.1	0.0	14.9
> CC(C)(C)NC(=O)CSc1nnc(-c2ccncc2)n1C1CCCCC1
→ 0.2	-17.7	0.0	-11.2
> COC(=O)c1cccc(NC(=O)CCCOc2ccccc2C)c1
→ 0.2	0.5	0.0	-5.0
> CC1CCCCN1C(=O)C1CCN(S(=O)(=O)c2cccc3nsnc23)CC1 (stereo not drawn)
→ 0.1	-5.6	0.1	-7.8
> O=C1Nc2c(Br)cc(F)cc2C1=O
→ 1.3	-3.0	-0.2	9.4
> O=C(O)c1ccc(F)c(S(=O)(=O)Nc2ccc(Oc3ccccc3)cc2)c1
→ 0.2	-6.3	0.0	-5.5
> COc1ccccc1OC(C)C(=O)Nc1cccc(C(=O)O)c1 (stereo not drawn)
→ 2.9	6.6	0.1	-5.1
> O=C(CN1C(=O)c2ccccc2C1=O)N1CCN(Cc2ccccc2)CC1
→ -0.1	-1.7	-0.1	-10.0
> CCOc1ccccc1NC(=O)C1c2ccccc2Oc2ccccc21
→ 0.8	-5.8	0.0	-1.3
> COCCN1C(=O)C(=O)/C(=C(\O)c2ccccc2)C1c1cccc2ccccc12 (stereo not drawn)
→ 0.3	7.8	0.4	-0.7
> CCOc1ccc(S(=O)(=O)N2c3ccc(F)cc3CCC2C)c2cccnc12 (stereo not drawn)
→ 0.4	2.2	-0.1	49.6*
> CCCCn1c(SCC(=O)N(C)C)nnc1-c1ccncc1
→ -1.2	10.1	-0.2	9.8
> CC(=O)Oc1ccccc1C1C2=C(CC(C)(C)CC2=O)OC2=C1C(=O)CC(C)(C)C2
→ -0.1	-14.9	-0.1	1.4
> COc1ccc(Nc2nc3c4ccccc4n(C(C)=O)c3s2)cn1
→ 0.2	-3.5	-0.3	-4.4
> CC(Oc1ccc2ccccc2c1)C(=O)NN1S(=O)(=O)c2ccccc2S1(=O)=O (stereo not drawn)
→ 0.1	-9.1	0.8	6.0
> CC(=O)Nc1cccc(-c2cnc3ccc(N[C@H](CO)C(C)C)nn23)c1
→ -0.3	19.2	0.4	31.9
> O=C(NCCN1CCOCC1)c1csc(Br)n1
→ -1.7	-6.0	0.0	0.5
> O=C(Oc1ccc(NS(=O)(=O)c2ccccc2)cc1Br)c1ccccc1
→ -0.3	19.4	-0.2	16.4
> COc1cc(NC(=S)NC(=O)c2cccs2)ccc1NC(=O)C(C)C
→ -0.2	2.9	0.1	1.1
> Cc1ccc(NC(=O)COc2ccc(Cl)cc2Cl)cc1NC(=O)COc1ccc(Cl)cc1Cl
→ 0.4	6.6	0.1	-1.9
> Cc1ccc(C(=O)NC(=S)Nc2ccc3nn(-c4ccccc4)nc3c2)cc1
→ -1.6	10.6	0.4	-3.6
> Cc1ccc(-n2ncc3c(=O)n(CC#N)cnc32)cc1
→ 0.4	12.4	0.2	4.8
> CCOc1c(Cl)cc(/C=C/C(=O)O)cc1OC
→ 0.2	8.9	0.2	-1.9
> COc1ccc(-c2cc(C(F)(F)F)n3nc(C(=O)Nc4ccc(C#N)cc4)cc3n2)cc1
→ -0.7	7.3	-0.2	10.6
> CCCn1c(=O)[nH]c2c(C(N)=O)nc(-c3cccc(OC)c3)nc21
→ 1.5	0.1	-0.1	1.8
> Cc1ccc(NC(=O)CC2(C(F)(F)F)OCCO2)cc1Cl
→ 0.3	-10.6	0.1	-12.2
> Cc1ccc(NC(=O)CCN2C(=O)c3ccccc3S2(=O)=O)c([N+](=O)[O-])c1
→ 1.9	11.1	-0.1	-2.3
> CCC(Sc1nc(Nc2ccc(F)cc2)c2ccccc2n1)C(=O)NCc1cccnc1 (stereo not drawn)
→ 1.0	-3.9	0.2	-1.3

The results go on.
Molecule	GPR151 ag	MITF primary	FBW7 act	TEAD-YAP inh
O=C(O)CCN1C(=O)c2ccccc2S1(=O)=O	0.5	9.6	0.3	-12.5
CCOc1ccc(Nc2c(C)c(C)nc3ncnn23)cc1	-0.1	4.3	-0.1	6.6
COc1ccc(OC)c(CC(=O)N[C@@H](C)Cn2nnc3ccccc32)c1	1.9	0.5	0.3	-6.8
O=C(O)C(Cc1ccccc1)NS(=O)(=O)c1ccc(F)cc1 (stereo not drawn)	-0.6	7.0	0.4	14.8
COc1ccccc1CNc1ncnc2c1cnn2-c1cccc(C)c1	0.2	4.0	0.0	-6.3
O=C(Nc1nc(-c2ccccc2)cs1)c1cc([N+](=O)[O-])ccc1N1CCOCC1	0.4	5.4	-0.3	2.1
CCOc1ccc(CCNS(=O)(=O)c2cc(C3=NNC(Nc4ccc(F)cc4)c4ccccc43)ccc2C)cc1OCC (stereo not drawn)	-1.0	13.9	0.1	10.9
CC(=O)Nc1nnc(SCC(=O)Nc2nnc(C)s2)s1	-0.6	1.6	-0.1	4.9
COc1ccc(C)cc1N(CC(=O)Nc1ccc(F)cc1F)S(C)(=O)=O	-0.3	51.5*	-0.1	-6.5
COc1ccc(S(=O)(=O)N(CC(=O)Nc2ccc(Oc3ccccc3)cc2)Cc2ccccc2)cc1	-1.4	8.5	0.6	3.4

Molecules shown so far containing a cyano group (4):
Molecule	GPR151 ag	MITF primary	FBW7 act	TEAD-YAP inh
Cc1nn(-c2ccccc2)c2c1C(c1ccc(O)cc1)C(C#N)=C(N)O2 (stereo not drawn)	0.8	16.0	0.1	15.9
CCCCCCSC1=C(C#N)C(=O)NC(CO)S1 (stereo not drawn)	2.1	10.6	0.2	5.4
Cc1ccc(-n2ncc3c(=O)n(CC#N)cnc32)cc1	0.4	12.4	0.2	4.8
COc1ccc(-c2cc(C(F)(F)F)n3nc(C(=O)Nc4ccc(C#N)cc4)cc3n2)cc1	-0.7	7.3	-0.2	10.6

(further entries)
Molecule	GPR151 ag	MITF primary	FBW7 act	TEAD-YAP inh
CCOc1ccccc1NC(=O)CSc1nnc(Cc2cccn2C)n1-c1ccc(OC)cc1	-1.2	20.2	0.6	-0.4
CC1(C(=O)N2CCOCC2)Oc2ccccc2NC1=O (stereo not drawn)	1.4	9.0	0.0	2.2
CCOC(=O)N1CCN(C(=O)C2CCN(Cc3ccccc3OC)CC2)CC1	-0.5	54.1*	0.2	-3.8
NC(=O)CSc1nc2c(oc3ccccc32)c(=O)n1-c1ccc(F)cc1	-0.1	16.0	0.2	14.1
COC(=O)c1sc(S(=O)(=O)N2CCCCC2C(=O)O)c(C(=O)OC)c1C (stereo not drawn)	-0.6	-13.5	0.2	0.3
COc1ccc(-n2nc(C(=O)Nc3ccc(C)cc3Br)c3ccccc3c2=O)c(OC)c1	-2.4	11.1	-0.1	8.9
Cn1c(=NC(=O)c2cccc(C(F)(F)F)c2)sc2c3ccccc3ccc21	-0.1	-0.6	-0.1	5.3
COc1ccc(Cn2c(O)c(C=Nc3ccc(OC)cc3)c3ccccc3c2=O)cc1	1.7	3.2	0.0	6.1
CC1=CC(C)(C)N(C(=O)c2sc3cc([N+](=O)[O-])ccc3c2Cl)c2ccccc21	-0.8	1.1	0.1	1.7
O=c1oc(-c2cccc(Cl)c2)nc2sc3c(c12)CCCC3	4.1	-1.6	0.6	6.5
CCOc1cc(C2NC(C(=O)O)CS2)ccc1OCc1ccccc1C (stereo not drawn)	1.2	18.1	0.4	10.7
Cc1cccc2nc(CNCc3c(C(=O)N4CCCCCCC4)nc4sccn34)cn12	-0.1	1.5	-0.2	-4.6
O=c1[nH]c(=S)[nH]c2scc(-c3ccccc3)c12	-1.0	0.4	-0.2	2.0
CCOc1ccc(CNc2nc3ccccc3n2C)cc1	-3.5	-2.5	0.0	-12.0
Cc1c(N2C(=O)CSC2c2ccc(F)cc2)c(=O)n(-c2ccccc2)n1C (stereo not drawn)	1.1	-0.5	-0.2	-3.1
Cc1cc2nc3s/c(=C\c4cn(Cc5ccccc5F)c5ccccc45)c(=O)n3c2cc1C	0.6	2.6	0.2	5.0
O=C(O)/C=C/S(=O)(=O)c1ccc2ccccc2c1	0.7	8.4	-0.3	6.4
O=C(Cc1ccc(N2CCC(NCCc3cscn3)CC2)cc1)N1CCC(O)CC1	1.0	-3.7	0.1	-14.5
N#C/C(=C(/O)c1ccc2c(c1)OCCO2)c1nc2ccccc2s1	-5.4	-23.4	0.1	-45.4
CC(C)(C)C(=O)NC1CCN(C(=S)NC2CCCCC2)CC1	-1.0	38.2	-0.9	14.8
CCN(CCn1cccn1)C(=O)c1cc(COc2ccc(C(C)=O)cc2)on1	0.6	-0.2	0.2	-3.1
N/C(Cc1ccc(Cl)cc1Cl)=N\OC(=O)c1ccc(F)cc1	2.5	-5.8	0.0	0.8
CCOC(=O)c1ccccc1NC(=O)c1sc2ncn(CC(=O)N(CC)CC)c(=O)c2c1C	1.6	-8.8	0.0	5.9

One compound at a time, from the list above. Values in the order: GPR151 ag | MITF primary | FBW7 act | TEAD-YAP inh
COc1ccc(-c2cc(C(F)(F)F)n3nc(C(=O)Nc4ccc(C#N)cc4)cc3n2)cc1 is entered as -0.7 | 7.3 | -0.2 | 10.6
COCCN1C(=O)C(=O)/C(=C(\O)c2ccccc2)C1c1cccc2ccccc12 (stereo not drawn) is entered as 0.3 | 7.8 | 0.4 | -0.7
